E-sel TNF inh: E-selectin induction blockers in HUVEC – imaging, immunofluorescence, high content, primary screen | HUVEC TNFa-induced E-selectin immunofluorescence | inhibition, % at 2 µM | 120,000 tested, 0.71% active | AID 1246, 2008;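 active = inhibition above the batch mean plus 3 SD, and confirmed as a hit on visual image review, cut at about 43% in these data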;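 also: 0% = TNF-stimulated DMSO wells and 100% = unstimulated control wells; not every result past the cut was called active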
Measles CPE: compounds protecting cells from measles virus cytopathic effect, primary screen, measles RdRp inhibitor project, single point, MLSMR library, absorbance | AID 841, 2007 | 140,000 tested, 1.5% active | protection (pct of control), % at 4 µM | Measles virus-infected cells, CPE protection; in the data active = protection mostly above about 24%, no sharp cut-off; inactive = mostly below about 26%; also: some compounds called inactive have numbers as strong as hits
MRP1 act: H69AR viability gain despite doxorubicin, primary screen, MRP-1 activator project, H69AR cells, CellTiter-Glo; viability rescue; viability increase, % at 10 µM; 140,000 tested, 0.61% active; AID 799, 2007;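 active = viability gain under doxorubicin at or above a set limit, the compound median plus 3 SD, cut at about 4.7% in these data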;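 also: MRP-1 overexpressing cells given doxorubicin 25 µM after compound pretreatment; 18-22 h compound pretreatment then 72 h with doxorubicin before readout; 0% = doxorubicin-only wells and 100% = vehicle-treated cells without doxorubicin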
GALR2 blocker: GALR2 antagonists in receptor-expressing cells, primary screen. antagonist mode. inhibition, % at 4 µM. 140,000 tested, 0.39% active; in the data active = inhibition above about 27%;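 also: cells stimulated with galanin 1-16 at roughly its EC80; 0% = agonist challenge control and 100% = basal control without agonist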
Target sequence (O43603 whole entry, looked up): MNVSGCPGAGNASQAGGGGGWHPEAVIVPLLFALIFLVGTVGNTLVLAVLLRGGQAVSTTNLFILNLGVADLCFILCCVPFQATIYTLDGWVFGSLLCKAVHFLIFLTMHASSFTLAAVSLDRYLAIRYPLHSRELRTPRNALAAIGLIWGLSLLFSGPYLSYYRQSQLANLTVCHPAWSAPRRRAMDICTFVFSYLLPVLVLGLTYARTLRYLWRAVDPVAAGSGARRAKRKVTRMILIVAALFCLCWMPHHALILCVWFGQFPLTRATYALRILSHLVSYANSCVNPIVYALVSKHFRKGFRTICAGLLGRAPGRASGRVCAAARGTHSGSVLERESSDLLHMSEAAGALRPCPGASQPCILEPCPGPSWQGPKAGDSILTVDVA
Yeast lifespan up: compounds extending yeast replicative lifespan, primary screen, S. cerevisiae, OD615 | 130,000 tested, 0.68% active | S. cerevisiae growth with nicotinamide; deaD strain in restrictive glucose medium | inhibition of the nicotinamide effect, % at 10 µM;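 active = inhibition above a set limit, placed 3 SD over the median of all compounds, cut at about 26% in these data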;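 also: 0% = nicotinamide-treated wells and 100% = cells grown without nicotinamide; some compounds called inactive have numbers as strong as hits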
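Test system – modified budding yeast, DeaD strain · Compound – single dose 10 µM compound, 0.25% DMSO · Times – culture preincubation 4 h, compound exposure 48 h, both 30 °C · Detection – optical density (absorbance) at 615 nm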
HCT116 PTEN-null: growth suppression of PTEN-null HCT116, primary screen, cell-based, CellTiter-Glo; viability, % at 10 µM; HCT116 PTEN-null viability, 60 h; active compounds read low; AID 827, 2007; 140,000 tested, 1.2% active;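 active = viability at or below a set limit, 4 SD under the median of all tested compounds, cut at about 3.7% in these data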;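 also: PTEN knockout HCT116 line with beta catenin targeted HCT116 as companion control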
Phagocyt inh: inhibitors of macrophage phagocytosis, primary screen, imaging, J774A.1 cells, IgG beads; inhibition, % at 5 µM; AID 1029, 2008; 110,000 tested, 0.07% active; J774A.1 macrophage IgG-bead phagocytosis;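 active = inhibition above the mean of the plate negative controls plus 5 SD, cut at about 13% in these data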;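 also: phagocytic index as fraction of beads internalized from green versus red external bead signal; plate controls were DMSO negative control for no effect and cytochalasin-D positive control for full effect; some results beyond the cut were filed as inactive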
bCat KO growth: primary screen for growth suppressors in beta-catenin knockout HCT116 cells (colon tumor, human) | AID 818, 2007 | HCT116 beta-catenin knockout viability, CellTiter-Glo, 60 h; active compounds read low | 140,000 tested, 1.5% active | viability, % at 10 µM;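 active = viability at or under a set limit, the compound median less 4 SD, cut at about 6% in these data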;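 also: 0% = Hyamine 1622 control at 20 µM and 100% = untreated cell control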
NPY-Y2 antag: NPY-Y2 receptor antagonists, primary screen, cell-based. NPY-Y2 expressing cells, antagonist mode. inhibition, % at 2.7 µM. 140,000 tested, 0.99% active; in the data active = inhibition above about 17%;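 also: 0% = vehicle with agonist challenge and 100% = reference antagonist with challenge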
Target sequence (P49146 whole entry, looked up): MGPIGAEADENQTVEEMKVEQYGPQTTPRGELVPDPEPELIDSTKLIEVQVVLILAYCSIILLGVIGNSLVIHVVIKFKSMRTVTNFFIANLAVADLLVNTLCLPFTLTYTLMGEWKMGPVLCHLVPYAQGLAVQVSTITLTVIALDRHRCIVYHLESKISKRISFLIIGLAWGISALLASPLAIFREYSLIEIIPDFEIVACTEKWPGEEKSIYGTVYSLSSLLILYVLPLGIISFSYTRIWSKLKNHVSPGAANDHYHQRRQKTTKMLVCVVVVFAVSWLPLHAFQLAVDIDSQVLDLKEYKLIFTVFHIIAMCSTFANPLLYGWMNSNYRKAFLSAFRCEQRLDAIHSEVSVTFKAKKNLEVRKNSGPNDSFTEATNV
Yeast growth inh: growth inhibitors of yeast BB579 in restrictive medium, primary screen, yeast lifespan-shortening project, S. cerevisiae | OD615, 48 h | inhibition, % at 10 µM | 140,000 tested, 0.51% active | AID 804, 2007;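 active = inhibition above a set limit, 3 SD over the mean compound inhibition, cut at about 44% in these data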; also: inactives centre near -24
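Test system: Saccharomyces cerevisiae DeaD strain BB579, replicative lifespan model yeast | Buffer or medium: Restrictive CSMM-D medium | Doses: One dose, 10 µM compound with 0.25% DMSO | Incubation: 48 h exposure, 30 °C | Detection: Culture absorbance at 615 nm | Control set: Amphotericin B at 10 µg/mL as positive control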
Numbers without * were called inactive; x = no result given.

Molecule | bCat KO growth | E-sel TNF inh | GALR2 blocker | HCT116 PTEN-null | Yeast lifespan up | Phagocyt inh | MRP1 act | NPY-Y2 antag | Measles CPE | Yeast growth inh
CC(c1ccccc1)N1C(=O)C2C3CCC(C3)C2C1=O (stereo not given) | 91 | -5 | -2 | 101 | 4 | -6 | 1.4 | 1 | 28 | -20
CCC(Oc1ccccc1)C(=O)N1CCN(C(=O)C(CC)Oc2ccccc2)CC1 (stereo not given) | 87 | -3 | 0 | 88 | -1 | -1 | -0.3 | 1 | 7 | -54
O=C(NCCCN1CCOCC1)C1(c2ccccc2)CCOCC1 | 98 | 1 | 7 | 98 | -6 | 0 | 0.5 | -3 | 1 | -18
Cc1ccc(Sc2c(O)c3ccccc3n(C)c2=O)cc1 | 97 | 17 | 2 | 102 | 17 | -3 | -1.7 | 0 | 12 | 14
Cc1nn(Cc2ccc(F)cc2)c(C)c1NC(=O)c1cccnc1Cl | 90 | x | -1 | 98 | 0 | -2 | -3.3 | -1 | 11 | -21
CCCCn1c(CCC)nc([N+](=O)[O-])c1Sc1ccc(Cl)cn1 | 16 | -13 | 7 | 14 | x | x | -8.2 | 5 | 8 | 21
CO/N=C/c1ccc(Sc2ccccc2)c([N+](=O)[O-])c1 | 90 | 10 | -13 | 85 | -10 | 0 | 0.7 | 1 | 5 | -28
CCOc1ccc(NC(=O)c2ccccc2NS(=O)(=O)c2ccc(F)cc2)c([N+](=O)[O-])c1 | 72 | -13 | -7 | 71 | 10 | -9 | -1.0 | -1 | 22 | -42

Brought forward from above: 2 compounds; new compounds follow.
Molecule | bCat KO growth | E-sel TNF inh | GALR2 blocker | HCT116 PTEN-null | Yeast lifespan up | Phagocyt inh | MRP1 act | NPY-Y2 antag | Measles CPE | Yeast growth inh
CO/N=C/c1ccc(Sc2ccccc2)c([N+](=O)[O-])c1 | 90 | 10 | -13 | 85 | -10 | 0 | 0.7 | 1 | 5 | -28
CCOc1ccc(NC(=O)c2ccccc2NS(=O)(=O)c2ccc(F)cc2)c([N+](=O)[O-])c1 | 72 | -13 | -7 | 71 | 10 | -9 | -1.0 | -1 | 22 | -42
O=C(NCCc1c[nH]c2ccccc12)C(=O)NCC(c1cccnc1)N1CCN(c2ccccc2)CC1 (stereo not given) | 38 | -11 | 1 | 40 | 7 | x | -0.9 | 1 | 8 | -35
O=C(Nc1nc2ccc(Cl)cc2s1)[C@@H]1CCCN1C(=O)c1cccs1 | 68 | -9 | 8 | 71 | -2 | -5 | -0.6 | 1 | 11 | -3
CC12Cc3ccc4ccccc4c3C=C1C[N+](C)(C)C2 (stereo not given) | 83 | 13 | -14 | 87 | -4 | 0 | -3.4 | 4 | 6 | -23
N#Cc1cc(C(=O)c2cc(F)ccc2O)cn(-c2nccs2)c1=O | 91 | x | 0 | 86 | 41* | -9 | -2.9 | -1 | 6 | -28
CCOC(=O)N1CCN(C(=O)CSc2ccc(Cl)cc2)CC1 | 92 | 14 | 6 | 98 | -7 | -3 | -0.8 | 2 | 18 | -58
NS(=O)(=O)c1ccc(NCc2cc(Cl)ccc2OCc2ccccc2F)cc1 | 69 | -39 | 9 | 69 | -16 | -2 | -1.9 | 5 | 3 | -30
CC(C)C(NS(=O)(=O)c1c(Cl)cccc1Cl)C(=O)OCC(=O)c1c[nH]c2ccccc12 (stereo not given) | 71 | x | -14 | 55 | 4 | -6 | -3.7 | -4 | 5 | -25
CC(CC(=O)Nc1ccc(F)c([N+](=O)[O-])c1)c1ccccc1 (stereo not given) | 74 | x | -1 | 88 | -2 | 4 | -3.9 | -1 | 3 | -16
COC(=O)c1c(NC(=O)c2ccco2)sc(C(=O)Nc2ccc(F)cc2)c1C | 66 | -7 | 8 | 54 | -12 | -1 | -1.3 | 2 | 1 | -25
Cc1cc(NC(=O)CCCC(=O)Nc2ccc(F)cc2)no1 | 93 | 17 | 1 | 92 | 1 | -1 | 0.4 | 3 | 2 | -34
CCOc1ccccc1CNS(=O)(=O)c1ccc2c(c1)oc(=O)n2C | 91 | -8 | 0 | 98 | -10 | 0 | -0.8 | 1 | 6 | -5
CCc1nnc(NC(=O)c2cccc(NC(=O)C(C)C)c2)s1 | 101 | -4 | 14 | 109 | -15 | x | 0.8 | 4 | 4 | -18
CCCc1nc2sc3c(=O)n(N)cnc3c2c2c1COC(C)(C)C2 | 88 | -15 | -8 | 84 | 0 | -7 | -0.3 | 2 | 1 | -10
O=C1NC(c2ccccn2)Nc2sc3c(c21)CCC3 (stereo not given) | 3.8* | 14 | 7 | 1.8* | -8 | 2 | -2.6 | -2 | 8 | 75*
Cc1cc(=O)n2c3c(cccc13)CCC2 | 98 | x | -2 | 88 | -4 | 0 | -1.7 | 1 | 3 | -31
Nn1c(SCC(=O)N2CCOCC2)nnc1-c1ccco1 | 97 | -9 | -1 | 104 | 1 | -1 | 1.0 | -1 | 9 | -21
CCCC(=O)Nc1ccc(-c2nc3cc(C)c(C)cc3o2)c(O)c1 | 61 | 15 | 3 | 60 | -18 | 4 | -5.9 | 1 | 2 | -41
COC(=O)c1ccc2c(=O)[nH]c(CN3c4ccccc4CC3C)nc2c1 (stereo not given) | 96 | -43 | -7 | 92 | -15 | 2 | -3.8 | 11 | 6 | -50
CC(C)N(CC#CCC1(O)c2ccccc2-c2ccccc21)CCO | 95 | x | -4 | 100 | -14 | 0 | -1.3 | 1 | 13 | -31
CCN1C(c2ccccc2)C(C)C(=O)C(C)C1c1ccccc1 (stereo not given) | 66 | 14 | 1 | 74 | 2 | 1 | 0.3 | 9 | 10 | -31
COC(=O)c1cc(-c2ccccc2)n(CC(=O)O)c1C | 98 | -33 | 0 | 99 | -1 | -3 | -1.3 | 1 | 5 | -32
Cc1cc(C)n(-c2ccc(C(=O)OCC(=O)NCc3ccc(Cl)cc3)cc2)n1 | 96 | 20 | -9 | 95 | 0 | -10 | -0.4 | 0 | 4 | -12
O=C(OCC(=O)N1CCN(C(=O)COC(=O)c2ccncc2)CC1)c1ccncc1 | 102 | 8 | -2 | 101 | -11 | 2 | -0.9 | -1 | 8 | -1
COc1ccc(-c2ccc(/C=N/NC(=O)c3cccnc3)o2)c([N+](=O)[O-])c1 | 88 | 1 | 9 | 98 | 2 | 5 | -0.3 | -1 | 23 | -9
Cc1cc(C)c2c(n1)sc1c(=O)n(Cc3ccccc3Cl)nnc12 | 70 | -1 | -13 | 78 | -7 | 0 | 3.7 | -2 | 23 | -33
Cc1csc(SCC(=O)NCc2cccs2)n1 | 96 | -4 | 7 | 94 | -9 | x | -1.1 | 2 | 3 | -10
CC1CCN(c2nc3c(c(=O)n(C)c(=O)n3C)n2CCSc2nc3ccccc3o2)CC1 | 99 | -4 | 4 | 88 | -5 | -1 | -1.0 | -1 | 5 | -55
Cc1ccc(NC(=S)NC(=O)c2ccc(-c3ccc(Cl)cc3)o2)c(O)c1 | 72 | x | 1 | 47 | 4 | x | 0.4 | 8 | 12 | -35
Cc1n(CC(O)COCc2ccccc2)c2ccccc2[n+]1C (stereo not given) | 95 | 6 | 0 | 97 | -12 | x | -1.1 | 0 | 4 | -21
NC(=O)CN1CCN(C(=O)NC2CCCCC2)CC1 | 98 | -5 | -10 | 88 | -6 | 1 | 0.2 | 0 | 13 | -5
Cn1cnnc1SC(C(=O)c1ccccc1)c1ccccc1 (stereo not given) | 84 | x | 4 | 83 | -6 | -1 | -4.2 | 3 | 2 | -42
S=C1Nc2ccccc2Sc2ccc(Cl)cc21 | 71 | x | -2 | 82 | 2 | x | -3.2 | 2 | 26 | -15
CN(C)c1ccc(NC(=O)COC(=O)c2cc(Cl)ccc2[N+](=O)[O-])cc1 | 103 | x | 6 | 106 | 0 | -10 | 1.6 | 3 | 21 | -6
Oc1c(C=NCc2ccc(F)cc2)[nH]c2ccc(Br)c(Cl)c12 | 82 | 2 | 11 | 82 | -10 | -3 | -3.7 | 1 | 23 | 15
CCOC(=O)c1c(NC(=O)C2C3CCC(O3)C2C(=O)O)sc(C)c1-c1ccc(F)cc1 (stereo not given) | 95 | -11 | 6 | 89 | -10 | x | -1.2 | 0 | 3 | -40
CCOC(=O)Cc1csc(SCC(=O)N2CCN(c3ccc(OC)cc3)CC2)n1 | 107 | x | -6 | 91 | -6 | 0 | -0.2 | 2 | 13 | -39
Cc1nc2c(c(=O)n1CCC1=CCCCC1)c1nc3ccccc3nc1n2/N=C/c1ccccc1 | 97 | -6 | -14 | 80 | -21 | -1 | 0.1 | 3 | -1 | -52
Cc1ccc(OCc2nc(-c3ccc(Cl)cc3)n[nH]2)cc1 | 95 | 14 | 2 | 98 | -10 | 0 | 5.4* | 5 | 33* | -36
Cc1cc(C)n2nc(-c3ccc(F)cc3)nc2n1 | 71 | -35 | 5 | 77 | -23 | -1 | -4.3 | -1 | 23* | -20
O=C1CC(c2cccc([N+](=O)[O-])c2)c2c(ccc3ccccc23)N1 (stereo not given) | 23 | 1 | -3 | 26 | 5 | -1 | -3.0 | 8 | 3 | -36
CCOC(=O)/C(C#N)=C/Nc1ccccc1OC | 101 | 6 | -5 | 92 | -22 | -1 | -1.0 | 5 | 4 | 5
COC(=O)C(NC(C)=O)(Nc1ccc(Br)cn1)C(F)(F)F (stereo not given) | 95 | -19 | 12 | 96 | -1 | 0 | -0.5 | 2 | 13 | -38
Nc1nc(NC(=O)c2cccc(S(=O)(=O)N3CCCCCC3)c2)nc(-c2ccccc2)n1 | 107 | x | 2 | 89 | 12 | -1 | -4.3 | -1 | 15 | -36
COc1ccc(C(=O)NC2c3ccccc3-c3ccccc32)cc1 | 88 | x | -2 | 80 | 0 | -6 | -0.6 | 6 | 5 | -46
Cc1ccc(C(=O)COC(=O)c2cccc(NC(=O)c3ccc([N+](=O)[O-])cc3[N+](=O)[O-])c2)cc1 | 95 | -7 | 2 | 82 | -10 | x | -1.3 | -4 | 2 | -51
Cc1cccc(-n2ccnc2SCC(=O)Nc2cc(C)on2)c1 | 100 | -10 | 1 | 95 | -10 | 1 | 0.0 | 1 | 30* | -14
N#CC1=C(N)NC(SCC(=O)Nc2ccccc2)=C(C#N)C12CCCCC2 | 75 | 22 | 2 | 78 | x | x | -4.7 | -5 | 11 | -9
COc1ccc(NC(=O)COC(=O)CC23CC4CC(CC(C4)C2)C3)c([N+](=O)[O-])c1 | 72 | x | -11 | 69 | 11 | -15 | 0.0 | 4 | 18 | -44

Compounds were not picked by outcome; any-hit rate near 6.3%.
